# SUMO HTRF inh: blocks human SUMOylation mediated by UBC9; P63279; HTRF SUMOylation assay, SAE1/SAE2 + UBC9, in vitro; inhibition, % at 35 µM; actives 0.36% (n = 290,000); in the data active means inhibition above about 50%, passing the limit was not always enough; further: strong numbers were not always called active
# p-CIP stab down: p/CIP protein destabilization; decrease of EGFP signal, % at 10 µM; AID 1984; F442A p/CIP-EGFP cells, EGFP fluorescence, 16 h; actives 0.01% (n = 290,000); Q05BA5;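 active means EGFP signal decrease of at least 30% at 10 µM or well 3 SD below plate mean, unless failing retest; inactive means the rest, including hits failing retest or dose response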; further: some compounds called inactive have numbers as strong as hits; many of its hits are not listed in these tables
# IDE cell activ: IDE (human) activation, cell-based. HEK cells, FAbeta-B cleavage, fluorescence polarization; 0% vehicle, 100% cell-free pure enzyme wells. actives 0.073% (n = 340,000). activation, % at 5.96 µM. P14735;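 active means activation above the mean of all tested compounds plus 3 SD, set per screening campaign, cut at about 17% in these data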
# Target sequence (P14735 whole entry, looked up): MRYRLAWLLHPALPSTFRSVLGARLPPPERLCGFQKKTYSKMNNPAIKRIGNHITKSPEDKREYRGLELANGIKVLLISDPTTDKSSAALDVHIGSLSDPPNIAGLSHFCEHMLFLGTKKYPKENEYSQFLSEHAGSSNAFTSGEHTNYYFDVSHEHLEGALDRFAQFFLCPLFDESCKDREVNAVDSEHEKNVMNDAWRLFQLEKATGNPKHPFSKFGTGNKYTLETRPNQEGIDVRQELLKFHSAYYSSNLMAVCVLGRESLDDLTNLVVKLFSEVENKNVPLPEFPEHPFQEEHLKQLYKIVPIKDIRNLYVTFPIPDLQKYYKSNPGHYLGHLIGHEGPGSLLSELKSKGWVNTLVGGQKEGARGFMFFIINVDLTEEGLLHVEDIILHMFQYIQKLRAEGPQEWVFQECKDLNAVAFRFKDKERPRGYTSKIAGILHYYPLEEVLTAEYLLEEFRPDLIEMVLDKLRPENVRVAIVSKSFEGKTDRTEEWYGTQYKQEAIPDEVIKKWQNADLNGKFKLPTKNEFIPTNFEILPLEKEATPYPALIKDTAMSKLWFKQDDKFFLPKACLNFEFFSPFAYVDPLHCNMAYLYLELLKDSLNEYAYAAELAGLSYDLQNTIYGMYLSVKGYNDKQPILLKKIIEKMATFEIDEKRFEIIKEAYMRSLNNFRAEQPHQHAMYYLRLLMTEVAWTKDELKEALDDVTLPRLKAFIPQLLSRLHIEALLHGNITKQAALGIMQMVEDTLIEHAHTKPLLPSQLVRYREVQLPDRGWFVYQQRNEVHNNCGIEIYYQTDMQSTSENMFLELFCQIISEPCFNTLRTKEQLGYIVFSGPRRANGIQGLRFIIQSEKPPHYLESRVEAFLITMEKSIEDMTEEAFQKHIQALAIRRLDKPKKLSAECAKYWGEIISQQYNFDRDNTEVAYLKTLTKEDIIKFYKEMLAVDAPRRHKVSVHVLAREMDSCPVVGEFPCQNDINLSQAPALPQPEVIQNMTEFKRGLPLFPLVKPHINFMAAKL
# HCV NS3 hel inh: blocks Hepatitis C virus NS3 helicase unwinding. NS3 helicase DNA unwinding, Cy5 molecular beacon fluorescence. inhibition, % at 10.9 µM. actives 0.56% (n = 290,000);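 active means inhibition above the mean of all tested compounds plus 3 SD, set per campaign, cut at about 35% in these data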;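 further: 0% = DMSO wells and 100% = thioflavine S control wells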
#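 test system = hepatitis C virus NS3 helicase domain fragment enzyme | reagent = annealed dual-labelled DNA beacon duplex, ATP-started | times = 1 h at 25 °C | detection = Cy5 fluorescence, 0 and 60 min reads | read-out basis = percent inhibition from t60/t0 fluorescence ratio | control set = DMSO and thioflavine S | replication = one well per compound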
# VIM-2 inhibitor: inhibitors of Pseudomonas aeruginosa VIM-2 metallo-beta-lactamase; purified VIM-2, nitrocefin hydrolysis, epi-absorbance fluorescence; inhibition, % at 5.6 µM; actives 0.89% (n = 290,000); AID 1527;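 active means inhibition above the mean of all tested compounds plus 3 SD, cutoff set per screening run, cut at about 7.5% in these data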;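 further: red hydrolysis product quenches plate fluorescence so inhibitors raise well fluorescence; 0% = enzyme with DMSO and 100% = DMSO without enzyme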
# GalR3 antagonist: antagonists of human GalR3; O60755; HEK293 GalR3-CNG cAMP membrane potential fluorescence; galR3 body fused to GalR1 C-terminus; inhibition, % at 3 µM; actives 0.44% (n = 360,000); AID 651719;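 active means inhibition above the screen-wide average plus 3 SD, cut at about 13% in these data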;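 further: forskolin and galanin both at EC90 stimulate the cells; cAMP rise reported by CNG channel membrane potential dye signal; 0% = forskolin plus galanin with DMSO and 100% = forskolin alone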
# IDE cell inh: cellular human IDE inhibition | P14735 | HEK cells, FAbetaB cleavage, fluorescence polarization | inhibition, % at 5.59 µM | actives 0.41% (n = 320,000) | AID 434962;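 active means percent inhibition above the average of all tested compounds plus 3 SD, set per screening campaign, cut at about 16% in these data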;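 further: IDE supplied by intact live HEK cells; FP after avidin binding of uncleaved biotin substrate so inhibition keeps polarization high; 0% = DMSO wells and 100% = 60 µM reference IDE inhibitor Ii1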
# IMP-1 inh: blocks Pseudomonas aeruginosa IMP-1 metallo-beta-lactamase. actives 0.45% (n = 290,000). purified IMP-1, nitrocefin hydrolysis, epi-absorbance fluorescence. inhibition, % at 5.6 µM. AID 1556;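 active means inhibition above the mean plus 3 SD of all compounds in the same screening run, cut at about 4.5% in these data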;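 further: 0% = IMP-1 with DMSO and 100% = DMSO wells lacking enzyme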
#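 System – purified recombinant IMP-1 beta-lactamase · Input – IMP-1 dispensed at 0.2 nM · Timing – 15 min preincubation plus 25 min reaction at 25 °C · Signal – Epi-absorbance fluorescence, 480 nm excitation, 530 nm emission · Measure – percent IMP-1 inhibition derived from blank-referenced optical density · Controls – Enzyme-plus-DMSO low control, enzyme-free DMSO high control · Replication – singlicate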
# CRFR2-BP antag: antagonists of CRF-binding protein/CRF-R2 receptor complex; inhibition, % at 11.8 µM; AID 588475; actives 0.59% (n = 350,000); HEK293 CRF-R2/CRF-BP, CRF-induced calcium fluorescence;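 active means inhibition of the ligand-induced calcium signal above about 50% at the single tested concentration, limit read from the data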
# Active calls of the source: *; · = no result given. Not a hit list, and some 3.2% of all compounds hit somewhere here.
Structure	SUMO HTRF inh	p-CIP stab down	IDE cell activ	HCV NS3 hel inh	VIM-2 inhibitor	GalR3 antagonist	IDE cell inh	IMP-1 inh	CRFR2-BP antag
Cc1c(Br)c([N+](=O)[O-])nn1CC(=O)N1CCN(C23CC4CC(CC(C4)C2)C3)CC1	6	6	4	7	-3.2	-7	0	-2.2	-8
COc1ccc(CCC(=O)NCCS(=O)(=O)N2CCN(c3ccccc3F)CC2)cc1	·	·	-1	·	·	-2	9	·	14
Cc1onc(-c2ccccc2)c1C(=O)N[C@@H]1C(=O)N2[C@@H]1SC(C)(C)[C@@H]2C(=O)O	-7	-13	·	10	-3.2	·	·	-3.7	·
Cc1cccnc1NC(=O)C1CCCN(S(=O)(=O)c2ccc3c(c2)oc(=O)n3C)C1 (stereo not given)	16	-7	5	12	-1.2	1	-3	-3.7	-11
Cc1onc(-c2ccccc2)c1-c1n[nH]c(=S)n1-c1ccc(C(=O)O)cc1	12	-1	-2	5	-3.9	3	2	-2.9	-21
COc1ccccc1C(=O)NCC(=O)Nc1cccnc1	5	-2	3	-9	-0.3	·	11	-2.2	·
CCOc1ccccc1Nc1ccc2nonc2c1[N+](=O)[O-]	29	-1	7	-14	2.7	-9	-4	-0.6	0
CC(c1nnnn1C(C)(C)C)N(Cc1cccnc1)Cc1ccccc1Cl (stereo not given)	12	-7	3	-4	-1.4	-3	0	-1.6	-1
CCOc1ccc2nc(N3CCC(C(=O)N4CCN(c5ncccn5)CC4)CC3)sc2c1	-4	-7	3	·	·	·	-1	·	19
CCC(C)(C(=O)NC1CCCC1)N(C(=O)Cc1cccs1)c1c(C)n(C)n(-c2ccccc2)c1=O (stereo not given)	-7	0	-2	-13	0.1	6	-4	-0.9	7
COc1ccc(N2CCN(C(=O)C3COc4ccccc4O3)CC2)cc1 (stereo not given)	0	-6	-7	2	-4.0	-5	2	-2.8	-2
CC(C)[C@H](NC(=O)c1ccccc1)C(=O)Nc1cccc(S(=O)(=O)N2CCOCC2)c1	·	·	-1	·	·	-7	-1	·	1
COc1ccc(/C=C(\C#N)c2cc(OC)c(OC)cc2[N+](=O)[O-])cc1	22	-17	4	3	-1.5	2	-13	-2.3	3
COc1cc(CNc2ccccc2)c([N+](=O)[O-])cc1OC	19	0	6	-1	-0.4	-2	3	-2.4	16
Cc1cc(Nc2ncc(Cl)cc2Cl)n(-c2ccccc2)n1	5	-12	4	8	-2.5	-1	0	-2.2	5
CC(C)NC(=O)c1ccc2c(c1)nnn2C	8	3	6	-5	-1.9	-3	-1	-3.0	0
CC1CC1C(=O)N1CCN(S(=O)(=O)c2cccc(F)c2)CC1 (stereo not given)	·	·	5	·	·	-3	5	·	3
COc1cccc(-c2nc(CS(=O)(=O)CC(=O)NCC(C)c3ccccc3)c(C)o2)c1 (stereo not given)	14	-10	-1	-9	-1.1	-2	4	-3.9	-9
Cn1c(SCC(=O)NCC2CCCO2)nnc1-c1ccco1 (stereo not given)	·	·	5	·	·	-6	1	·	-1
Cc1ccc(S(=O)(=O)c2ccc(Oc3cccc(C)c3)cc2)cc1	-39	0	5	-6	0.6	-7	-1	-2.2	36
CC(C)c1nc(SCC(=O)Nc2ccc3c(c2)OCCO3)n[nH]1	16	9	6	-13	-2.5	-2	3	-1.9	-7
O=C(c1ccc2c3c(cccc13)CC2)C1CCCN(Cc2cccnc2)C1 (stereo not given)	19	-7	1	-9	-1.9	7	-3	-2.6	-20
COc1cc(/C=C/C(=O)O)cc(S(=O)(=O)Nc2ccc(F)cc2)c1OC	12	3	-4	5	-0.1	-1	5	-1.9	24
CCOC(=O)C1=C(O)/C(=C/c2cn(CC(=O)N3CCCC3)c3ccccc23)SC1=Nc1ccccc1	-3	-1	-1	-2	-1.0	·	·	-0.9	-21
COc1ccc(C(=O)OCC(=O)N2C(C)CCCC2C)cc1[N+](=O)[O-] (stereo not given)	10	7	0	7	-1.7	7	2	-1.6	-1
COCc1ccc(CN2CCCC(CO)(Cc3cccc(Cl)c3)C2)o1 (stereo not given)	-1	-6	-2	-5	-3.7	-4	2	-0.8	-28
CCN(CC)S(=O)(=O)c1ccc(/C=C/C(=O)OCC(=O)Nc2ccc(S(N)(=O)=O)cc2)cc1	23	-1	3	-22	-1.1	-4	6	-0.3	-14
O=C1NCCC/C1=N\Nc1ccc(Br)cc1	12	2	9	0	-2.1	-2	4	-2.6	1
COc1ccc(/C=N/NC(=O)c2ccccc2OC)cc1COc1ccccc1[N+](=O)[O-]	28	-8	2	-5	-1.5	5	-3	-3.6	4
COc1ccc(CCN(CC(=O)NC(C)(C)C)C(=O)Cn2nnc(-c3ccc(C)o3)n2)cc1OC	10	8	5	9	-0.2	0	-1	-0.1	12
CCOC(=O)c1cnn(-c2ccccc2)c1NC(=O)c1ccc(C)cc1	6	4	1	-1	-2.4	1	-1	0.8	2
COC(=O)c1cn(C(=O)c2cc(Cl)ccc2Cl)c2ccccc12	9	-6	4	-11	-3.7	-12	1	-2.7	22
CCOC(=O)N/N=C(C)/C=C/c1ccco1	5	-9	-2	5	-1.6	-2	-1	-1.8	-10
CC(Oc1ccc(Cl)cc1Cl)C(=O)Nc1ccncc1 (stereo not given)	10	-11	3	-10	-2.0	-8	-3	-2.0	-8
COc1ccc(CN(C)C(=O)c2ccc(NS(=O)(=O)c3ccccc3)cc2)c(OC)c1	·	·	2	·	·	-1	5	·	4
COc1cccc(-c2csc(N3CCN(C(=O)NC45CC6CC(CC(C6)C4)C5)CC3)n2)c1	-6	0	-1	5	-2.8	-5	6	-2.9	13

# As a short view, nine of the compounds above:
Structure	SUMO HTRF inh	p-CIP stab down	IDE cell activ	HCV NS3 hel inh	VIM-2 inhibitor	GalR3 antagonist	IDE cell inh	IMP-1 inh	CRFR2-BP antag
O=C1NCCC/C1=N\Nc1ccc(Br)cc1	12	2	9	0	-2.1	-2	4	-2.6	1
COc1ccc(/C=N/NC(=O)c2ccccc2OC)cc1COc1ccccc1[N+](=O)[O-]	28	-8	2	-5	-1.5	5	-3	-3.6	4
COc1ccc(CCN(CC(=O)NC(C)(C)C)C(=O)Cn2nnc(-c3ccc(C)o3)n2)cc1OC	10	8	5	9	-0.2	0	-1	-0.1	12
CCOC(=O)c1cnn(-c2ccccc2)c1NC(=O)c1ccc(C)cc1	6	4	1	-1	-2.4	1	-1	0.8	2
COC(=O)c1cn(C(=O)c2cc(Cl)ccc2Cl)c2ccccc12	9	-6	4	-11	-3.7	-12	1	-2.7	22
CCOC(=O)N/N=C(C)/C=C/c1ccco1	5	-9	-2	5	-1.6	-2	-1	-1.8	-10
CC(Oc1ccc(Cl)cc1Cl)C(=O)Nc1ccncc1 (stereo not given)	10	-11	3	-10	-2.0	-8	-3	-2.0	-8
COc1ccc(CN(C)C(=O)c2ccc(NS(=O)(=O)c3ccccc3)cc2)c(OC)c1	·	·	2	·	·	-1	5	·	4
COc1cccc(-c2csc(N3CCN(C(=O)NC45CC6CC(CC(C6)C4)C5)CC3)n2)c1	-6	0	-1	5	-2.8	-5	6	-2.9	13

# Next part:
# Short keys – A = SUMO HTRF inh; B = p-CIP stab down; C = IDE cell activ; D = HCV NS3 hel inh; E = VIM-2 inhibitor; F = GalR3 antagonist; G = IDE cell inh; H = IMP-1 inh; I = CRFR2-BP antag
SMILES: CCC(=O)NC(=S)Nc1cccc(C(C)=O)c1
  A = -2 | B = 5 | C = -2 | D = 7 | E = -0.1 | F = -2 | G = -7 | H = -2.4 | I = 0

SMILES: CN(Cc1ccccc1)C(=O)CN1C(=O)NC(C)(c2ccc(Cl)cc2)C1=O (stereo not given)
  A = 3 | B = -15 | C = 1 | D = -2 | E = -2.2 | F = -8 | G = -1 | H = -3.2 | I = -22

SMILES: Nc1ccc(S(=O)(=O)NC2(C(F)(F)F)NC(=O)N(Cc3ccccc3)C2=O)cc1 (stereo not given)
  A = -3 | B = -15 | C = 0 | D = 5 | E = -4.4 | F = -8 | G = 2 | H = -3.4 | I = 8

SMILES: c1cncc(-c2cn(C[C@H]3CC[C@@H]([C@@H]4CC[C@H](Cn5cc(-c6cccnc6)nn5)O4)O3)nn2)c1
  A = 5 | B = -4 | C = 2 | D = -18 | E = -1.7 | F = -2 | G = -4 | H = -4.2 | I = -2

SMILES: Cc1c(N(C(=O)c2cnccn2)C2(C(=O)NC3CCCC3)CCCCC2)c(=O)n(-c2ccccc2)n1C
  A = 3 | B = 5 | C = 4 | D = -7 | E = -2.5 | F = 0 | G = -2 | H = -1.8 | I = -14

SMILES: COc1ccc(NC(=O)C2CCCN(S(=O)(=O)c3ccc4c(c3)CCCN4C(C)=O)C2)cc1Cl (stereo not given)
  A = · | B = 11 | C = -5 | D = -14 | E = -6.7 | F = -5 | G = 7 | H = -2.2 | I = 13

SMILES: O=C1CCC(CCC(=O)N2CCCC(C(=O)c3ccc(Cl)cc3)C2)=NN1 (stereo not given)
  A = 17 | B = -32 | C = 0 | D = -4 | E = -1.2 | F = -4 | G = -8 | H = -1.9 | I = -7

SMILES: Nc1nc(O)c(Sc2ccccc2[N+](=O)[O-])c(=O)[nH]1
  A = 2 | B = -16 | C = -1 | D = 5 | E = 1.1 | F = 3 | G = 0 | H = -1.3 | I = 7

SMILES: Brc1ccc(-c2csc3[n+]2CCCCC3)cc1
  A = 27 | B = -15 | C = 1 | D = -11 | E = 0.7 | F = -1 | G = -1 | H = -0.9 | I = -7

SMILES: Cc1cnc(C(=O)Nc2cccc3ncccc23)cn1
  A = 19 | B = -7 | C = 2 | D = -7 | E = 0.4 | F = 0 | G = 0 | H = -1.3 | I = 26

SMILES: COc1cc(-c2noc(C)c2C(=O)NCC[C@@H]2CCCN2C)cc(OC)c1OC
  A = · | B = · | C = 2 | D = · | E = · | F = -4 | G = -3 | H = · | I = 1

SMILES: COc1cccc(/C=C/C(=O)OCC(=O)Nc2cc(C(F)(F)F)ccc2Cl)c1
  A = -16 | B = 8 | C = 0 | D = 0 | E = -1.6 | F = -2 | G = 8 | H = -1.5 | I = -78

SMILES: CC1(C(=O)O)CCC(C(=O)Nc2ccc(F)cc2)C1(C)C (stereo not given)
  A = 12 | B = 1 | C = 0 | D = -1 | E = -1.9 | F = -1 | G = 1 | H = -1.5 | I = 0

SMILES: CCOC(=O)c1ccc(Oc2nc(OC)nc(N(C)C)n2)cc1
  A = -2 | B = 6 | C = -1 | D = 4 | E = -1.2 | F = -3 | G = 4 | H = -2.4 | I = -6

SMILES: O=C(O)COc1ccccc1/C=N/NC(=O)CSc1nc2ccccc2s1
  A = 9 | B = -10 | C = 0 | D = 28 | E = -1.2 | F = -2 | G = 1 | H = -2.0 | I = 18

SMILES: COc1ccc(C(=O)NCCc2nnc3ccc(SCC(=O)NCCc4ccc(OC)c(OC)c4)nn23)cc1
  A = 8 | B = -16 | C = 6 | D = 2 | E = -0.9 | F = -4 | G = -3 | H = -2.1 | I = -15

# Compound activity deposited in PubChem BioAssay by several laboratories.
